# VEEV TC-83 Vero: inhibitors of VEEV TC-83 cytopathic effect, confirmation, Vero cells (AID 588727); 350,000 tested, 0.13% active; Vero cells, VEEV TC-83 cytopathic effect inhibition; higher % means a stronger effect; one-dose inhibition, % at 20 µM; IC50 in µM for titrated hits; in the data active = a potency from the dose series; inconclusive = inhibition mostly from about 14% at the one dose, without a potency; inactive = the rest, 99 in 100 with inhibition below about 12%; note: strong numbers were not always called active
# H1N1 NS1A inhibition: H1N1 influenza NS1A inhibitors, functional cell based assay (AID 504329) | one-dose inhibition, % at 12.5 µM; IC50 in µM for titrated hits | 340,000 tested, 0.3% active | NS1A functional cell-based assay, percent inhibition; higher % means a stronger effect; in the data active = a potency from the dose series; inconclusive = inhibition above about 27% without an active follow-up result; note: strong numbers were not always called active
# M. tuberculosis: growth inhibition of non-replicating M. tuberculosis (AID 488890); 320,000 tested, 0.39% active; Mycobacterium tuberculosis non-replicating, growth inhibition; higher % means a stronger effect; one-dose inhibition, % at 25 µM; IC50 in µM for titrated hits; in the data active = a potency from the dose series; inconclusive = inhibition mostly from about 82% at the one dose, without a potency; inactive = the rest, 99 in 100 with inhibition below about 76%;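 note: plate controls were DMSO cells for no effect and high antibiotic wells for full effect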
# Salmonella PhoP GFP: PhoP regulon inhibitors, Salmonella typhi PhoP promoter GFP reporter, confirmatory (AID 1850); Salmonella Typhi PhoP-promoter GFP reporter, fluorescence, 4 h; higher % means a stronger effect; inhibition, % at 50 µM, or IC50 in µM where a hit was titrated; 310,000 tested, 0.33% active; in the data active = a potency from the dose series; inconclusive = inhibition mostly from about 25% at the one dose, without a potency; inactive = the rest, 99 in 100 with inhibition below about 19%;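 note: 0% = induced wells with vehicle and 100% = uninduced wells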
# M. tuberculosis HTS: M. tuberculosis growth inhibition, HTS (AID 449762) | M. tuberculosis H37Rv growth inhibition, 7H9 media; higher % means a stronger effect | inhibition, % at 25 µM, or IC50 in µM where a hit was titrated | 330,000 tested, 0.59% active; in the data active = a potency from the dose series; inconclusive = inhibition above about 70% without an active follow-up result;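 note: bacterial growth assessed after seven days of incubation; strong numbers were not always called active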
# VEEV TC-83 Vero 10K pilot screen: second read-out of VEEV TC-83 Vero, no call of its own (marks repeat the call); inhibition, %; measured here: 10K pilot screen inhibition
# Starred values were filed as active, the others as inactive; i = inactive; ? = inconclusive; nt = not tested or not shown.
SMILES,VEEV TC-83 Vero,H1N1 NS1A inhibition,M. tuberculosis,Salmonella PhoP GFP,M. tuberculosis HTS,others
Cc1cc(NC(=O)CSc2nnc(-c3ccco3)n2Cc2ccco2)no1,3.2%,5%,1%,-6%,0%,
C=CC(C)N1C(=O)S/C(=C\c2ccc(N3CCOCC3)cc2C)C1=O (stereo not given),3.9%,7%,-4%,2%,-11%,
Cc1ccc(OC(C)C(=O)OCC(=O)Nc2sccc2C(N)=O)cc1 (stereo not given),0.6%,-2%,43%,nt,2%,
COC(=O)c1cc(NS(=O)(=O)c2ccc3c(c2)c(=O)n(C)c(=O)n3C)cc(C(=O)OC)c1,2.7%,5%,0%,-6%,5%,
COc1ccccc1N1CCN(C(=O)c2n[nH]c3ccccc23)CC1,2.5%,-3%,15%,-12%,-8%,
CCCCCC1NC(=O)NC1CCCCCC(=O)O (stereo not given),0.8%,0%,-3%,5%,-12%,
NC(=O)NOCc1ccc(Cl)cc1Cl,1.2%,-1%,8%,-3%,1%,
CC(=O)OCC(=O)Nc1ccc([N+](=O)[O-])cc1Cl,i,0%,nt,-5%,2%,
O=C(Nc1ccccc1Cl)c1ccccc1Cc1ccccc1,0.8%,-9%,30%,-7%,7%,
Cc1ccc2c(c1)C1CN(C)CCC1N2C(=O)COc1ccc(N(C)C(=O)C(C)(C)C)cc1 (stereo not given),0.5%,7%,14%,1%,8%,
CC(C)CSc1nc2ccccc2c(=O)[nH]1,0.3%,-4%,1%,-4%,-3%,
COc1cccc(OC)c1OCC(O)CN1CCN(c2ccccc2F)CC1 (stereo not given),0.7%,21%,-6%,-7%,-3%,
Cn1cnnc1SCC(=O)NC1CCCCCC1,i,9%,-5%,-1%,-3%,
CC(=O)c1ccc(OCC(=O)NC2CCCCCC2)cc1,1.5%,-1%,4%,nt,-10%,
CCN(CC)S(=O)(=O)c1ccc(Cl)c(OC)c1,2.0%,2%,-6%,2%,-6%,
Cc1cc(/C=C2/C(=N)N3C(c4ccccc4)=CSC3=NC2=O)c(C)n1-c1ccc(Cl)cc1,i,16%,nt,nt,nt,
Cc1ccc(C(=O)C(C)OC(=O)Cn2c(C)csc2=O)cc1 (stereo not given),4.1%,13%,-6%,-3%,-9%,
CC1C=CCC2C(=O)N(c3cccc(C(=O)NCCc4ccccc4)c3)C(=O)C12 (stereo not given),i,3%,-10%,0%,0%,
Cc1oc(-c2ccc3c(c2)OCCO3)cc1C(=O)O,i,-4%,15%,11%,-6%,
CCOc1ccc(Oc2ccc(Cl)cc2NC(=O)C2=COCCO2)cc1,6.0%,10%,14%,-4%,3%,

# The closing two entries of the section above lead into the next.
SMILES,VEEV TC-83 Vero,H1N1 NS1A inhibition,M. tuberculosis,Salmonella PhoP GFP,M. tuberculosis HTS,others
Cc1oc(-c2ccc3c(c2)OCCO3)cc1C(=O)O,i,-4%,15%,11%,-6%,
CCOc1ccc(Oc2ccc(Cl)cc2NC(=O)C2=COCCO2)cc1,6.0%,10%,14%,-4%,3%,
O=C1c2cccc3c([N+](=O)[O-])ccc(c23)C(=O)N1CC1CCCO1 (stereo not given),i,9%,nt,nt,nt,
CC12CCC(=O)N1c1ccccc1C(=O)N2c1ccccc1 (stereo not given),1.1%,3%,6%,5%,-1%,
Cc1ccccc1NC(=O)Cc1nc(COC(=O)C(NC(=O)c2ccccc2C)C(C)C)cs1 (stereo not given),7.3%,-14%,49%,nt,-8%,
COc1ccc(/C(C)=N/N=C(N)N)c(OC)c1,0.3%,17%,-11%,-1%,1%,
CCOc1ccccc1N1CN(Cc2ccccc2)CNC1=S,0.1%,nt,2%,-5%,-6%,
COc1ccc(CCNC(=O)C2CCN(S(=O)(=O)c3ccc(-n4cnnn4)cc3)CC2)cc1OC,0.2%,-12%,-15%,-2%,-2%,
COCCCNC(=S)Nc1cc(C)c(C)cc1C,7.6%,10%,6%,1%,-2%,
CCN(C(=O)COC(=O)C1CCN(S(=O)(=O)c2cccs2)CC1)c1ccccc1,1.2%,-18%,8%,-3%,-10%,
OCCC1CN(Cc2cccnc2)CCN1CCc1ccccc1 (stereo not given),i,0%,0%,14%,-4%,
CCOc1ccc(CNC(=O)CCCC(=O)n2nc(C)c3ccccc32)cc1,0.7%,-3%,0%,-11%,-5%,
NC(=O)COC(=O)C1CSC2(c3ccc(F)cc3)CCC(=O)N12 (stereo not given),3.2%,-1%,-12%,5%,5%,
CCOC(=O)CCc1c(C)c2ccc(OCc3ccc([N+](=O)[O-])cc3)cc2oc1=O,i,4%,-5%,-1%,4%,
CC1(C)N=C(N)N=C(N)N1c1cccc(C(=O)O)c1,1.1%,-9%,-5%,11%,-3%,
COc1ccc(Cl)cc1C=CC=NNC(=O)c1ccncc1,2.2%,9%,nt,nt,nt,
Cc1nc(-c2ccccc2)sc1C1(C)CC(c2c(Cl)cccc2Cl)=NO1 (stereo not given),i,6%,11%,-2%,50%,
[O-]/C(=C(\C(=S)Nc1cccc2ccccc12)[n+]1ccccc1)c1cccs1,3.4%,6%,-6%,1%,-12%,
CNC(=S)N/N=C(\C)c1ccc(-n2ccnc2)cc1,2.0%,0%,27%,-1%,-3%,
O=C(Cn1c(=O)oc2cc(S(=O)(=O)N3CCCC3)ccc21)NCc1ccc(F)cc1,2.0%,5%,0%,nt,-1%,
Cc1cccc(Cn2ccc(NC(=O)c3cccnc3)n2)c1,i,4%,31%,0%,5%,VEEV TC-83 Vero 10K pilot screen=0.7
CCOC(=O)C(Cc1ccccc1)C(=O)NCc1cccnc1 (stereo not given),1.3%,-3%,12%,-1%,5%,

# A portion from the list above, as a working copy:
SMILES,VEEV TC-83 Vero,H1N1 NS1A inhibition,M. tuberculosis,Salmonella PhoP GFP,M. tuberculosis HTS,others
O=C(Cn1c(=O)oc2cc(S(=O)(=O)N3CCCC3)ccc21)NCc1ccc(F)cc1,2.0%,5%,0%,nt,-1%,
Cc1cccc(Cn2ccc(NC(=O)c3cccnc3)n2)c1,i,4%,31%,0%,5%,VEEV TC-83 Vero 10K pilot screen=0.7
CCOC(=O)C(Cc1ccccc1)C(=O)NCc1cccnc1 (stereo not given),1.3%,-3%,12%,-1%,5%,

# The main list resumes, starting two compounds before the break.
SMILES,VEEV TC-83 Vero,H1N1 NS1A inhibition,M. tuberculosis,Salmonella PhoP GFP,M. tuberculosis HTS,others
Cc1cccc(Cn2ccc(NC(=O)c3cccnc3)n2)c1,i,4%,31%,0%,5%,VEEV TC-83 Vero 10K pilot screen=0.7
CCOC(=O)C(Cc1ccccc1)C(=O)NCc1cccnc1 (stereo not given),1.3%,-3%,12%,-1%,5%,
O=C(Nc1ccc(S(=O)(=O)N2CCCC2)cc1)c1cnccn1,2.0%,-6%,-4%,-11%,2%,
COc1ccc(CC(=O)NCc2csc(-c3cccs3)n2)cc1OC,i,6%,10%,-3%,1%,
COc1ccc(/C=C/c2nnc(NC(=O)C(C)(C)C)s2)cc1,5.3%,-4%,8%,0%,26%,
CCN(C(=O)COC(=O)/C=C/c1ccccc1Cl)c1c(N)n(Cc2ccccc2)c(=O)[nH]c1=O,3.7%,4%,nt,nt,nt,
COc1ccc(C2C=C(Nc3ccccc3)C(=O)N2c2ccccc2)cc1OC (stereo not given),0.2%,-3%,-5%,-3%,-9%,
COCCCNC(=O)c1ccc(OC)c(OC2CCN(C(C)C)CC2)c1,i,-18%,-5%,6%,-5%,
O=C(COc1ccc(S(=O)(=O)N2CCOCC2)cc1)N1CCCCCC1,0.9%,0%,-2%,1%,-4%,
CCOc1cccc2cc(C(=O)N3CCN(C/C=C/c4ccccc4)CC3)c(=O)oc12,2.3%,7%,39%,-6%,-4%,
CCOC(=O)C(C#N)C(Cc1ccccc1)c1ccco1 (stereo not given),0.5%,6%,42%,-8%,-3%,
O=C(CSC1=NCCS1)Nc1cccc2ccccc12,8.2%,-17%,10%,-5%,2%,
COC(CNC(=O)c1cc(S(=O)(=O)N2CCc3ccccc32)ccc1F)OC,1.3%,-6%,-9%,-6%,-2%,
CC(C)c1ccc(/C=C2\SC(=S)N(CCC(=O)N3CCCCC3CCO)C2=O)cc1 (stereo not given),1.0%,17%,46%,2%,6%,
CC[C@@H]1C/C=C\Cc2ccccc2[C@H](C(=O)C[C@@H](O)CC(C)=O)OC1=O,0.5%,-19%,2%,nt,-4%,
CCOc1cc(N2CCOCC2)c(OCC)cc1NC(=O)COC(=O)c1ccc([N+](=O)[O-])o1,3.5%,-13%,?,nt,?,
O=C(CSc1nnc(-c2ccccn2)n1-c1ccccc1)Nc1ccc2c(c1)OCO2,1.1%,-20%,7%,3%,6%,
Cc1sc(NC(=O)CSc2n[nH]c(N)n2)c(C#N)c1C,1.8%,-6%,nt,nt,nt,
CCN1C(c2ccccc2)=C(c2ccccc2)S/C1=C/C=C1\SC(=S)N(C)C1=O,5.2%,7.8µM*,nt,nt,nt,
O=C(CCN1C(=O)C2C3C=CC(C3)C2C1=O)N1CCN(c2ccccc2F)CC1 (stereo not given),0.5%,-4%,2%,19%,0%,
N#CCc1ccc(NC(=O)CSc2nnc(C3CC3)n2C2CC2)cc1,0.9%,-4%,nt,nt,-6%,
Cc1cccc(NC(=O)C2CC3CCC2C3)c1C (stereo not given),i,-16%,-15%,-18%,-4%,

# Structures above with a nitro group on carbon, in the order listed:
SMILES,VEEV TC-83 Vero,H1N1 NS1A inhibition,M. tuberculosis,Salmonella PhoP GFP,M. tuberculosis HTS,others
CC(=O)OCC(=O)Nc1ccc([N+](=O)[O-])cc1Cl,i,0%,nt,-5%,2%,
O=C1c2cccc3c([N+](=O)[O-])ccc(c23)C(=O)N1CC1CCCO1 (stereo not given),i,9%,nt,nt,nt,
CCOC(=O)CCc1c(C)c2ccc(OCc3ccc([N+](=O)[O-])cc3)cc2oc1=O,i,4%,-5%,-1%,4%,
CCOc1cc(N2CCOCC2)c(OCC)cc1NC(=O)COC(=O)c1ccc([N+](=O)[O-])o1,3.5%,-13%,?,nt,?,

# More compounds.
SMILES,VEEV TC-83 Vero,H1N1 NS1A inhibition,M. tuberculosis,Salmonella PhoP GFP,M. tuberculosis HTS,others
COc1ccc2c(c1OC)C(=O)OC2,0.1%,-23%,6%,4%,-5%,
COC(=O)c1ccc(NC(=O)CCNS(=O)(=O)c2cccc3nonc23)cc1,3.5%,3%,24%,12%,-5%,
O=C(N/N=C/C=C/c1ccco1)/C(=C/c1ccccc1)NC(=O)c1ccccc1,0.8%,1%,11%,-8%,-2%,
CCOC(=O)C(CCCOc1ccccc1)C(=O)OCC,i,-13%,52%,-4%,?,
O=C(COC(=O)/C=C/c1ccc(OC(F)F)cc1)NCc1cccs1,i,6%,35%,-9%,31%,
O=C(NCCc1ccccn1)c1ccc(OC(F)F)cc1,0.9%,-3%,12%,19%,4%,
CCOC(=O)C1(C(=O)OCC)NC(=O)CC1CC (stereo not given),1.7%,-4%,nt,nt,nt,
CC1CN(C(=O)Nc2cccc(Cl)c2)C2(CCCCCC2)O1 (stereo not given),0.2%,-3%,2%,4%,-1%,
S=C(Sc1ccc(Cl)cc1)Sc1ccc(Cl)cc1,nt,nt,?,2%,?,
CC(O)CCC(=O)NNC1=CC(=O)CC(C)(C)C1 (stereo not given),nt,nt,7%,-7%,6%,
Cc1cc(C(=O)OCC(=O)Nc2cc(Cl)ccc2C)c(C)o1,2.8%,-5%,nt,nt,-6%,
Cc1ccc(S(=O)(=O)C(C#N)c2nc3ccccc3nc2N2CCN(C)CC2)cc1C (stereo not given),1.1%,-10%,3%,-22%,2%,
COc1ccc(N2C(=O)CC(NCc3ccc(F)cc3)C2=O)cc1 (stereo not given),0.3%,4%,-5%,4%,-5%,
CCOC(=O)c1cnn2c1[nH]c(=O)c1ccccc12,0.7%,-7%,8%,8%,-4%,
CCCOc1cccc(C2C(C(=O)c3ccc(C)o3)=C(O)C(=O)N2CCN2CCOCC2)c1 (stereo not given),3.9%,2%,13%,3%,-5%,
CCNC(=O)NC(=O)C(C)Sc1nc2cc(C(=O)OC)ccc2c(=O)n1-c1ccccc1 (stereo not given),7.5%,2%,25%,-1%,1%,
CC(=O)NC(CC(=O)NCC(c1ccco1)N(C)C)c1ccccc1 (stereo not given),2.5%,-27%,-1%,-3%,-2%,
CCCC(=O)Nc1c(-c2cccs2)c(=O)c2ccccc2n1C,1.5%,3%,-2%,-3%,-9%,

# From PubChem

# Not a hit list; overall some 1.4% were active at least once.
